ARFGAP1 inh = inhibits rat ARF GTPase activating protein 1; inhibition, % at 16.5 µM; Arfgap1-stimulated ARF1 GTP hydrolysis, GDP FP detection; 360,000 tested, 0.26% active; Q62848;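 active = inhibition above a per-plate limit, mean inhibition of low control wells plus 3 SD, cut at about 25% in these data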;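 also: 0% = DMSO wells with enzyme and 100% = wells lacking Arfgap1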
Target sequence (Q62848 1-136 limits assumed): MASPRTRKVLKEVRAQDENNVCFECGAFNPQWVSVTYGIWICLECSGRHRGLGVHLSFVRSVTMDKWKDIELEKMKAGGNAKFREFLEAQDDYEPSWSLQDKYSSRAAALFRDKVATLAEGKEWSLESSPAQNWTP
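Replicates: Single well per compound | Assay system: Truncated rat Arfgap1 GAP domain | Control set: No-Arfgap1 wells (100%) versus DMSO full-reaction wells (0%) | Times: Enzyme reaction 120 min at 25 °C after 20 min preincubation | Reagent: Human ARF1(Δ1-17)-GTP substrate | Measured by: Tracer-displacement fluorescence polarization with EDTA stop, 620/688 nm | Measure: Percent inhibition of Arfgap1-stimulated GTP hydrolysis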
DDE Tn7 FP inh = disrupts Tn7 cyclic peptide binding to fibrin D-Dimer-E complex; P02675; FP displacement of FITC-Tn7 peptide from fibrin DD(E); 0% = median of compound wells per plate; inhibition, % at 8.3 µM; 370,000 tested, 0.13% active; AID 720508;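 active = inhibition above the mean of compounds falling within the control limits plus 3 SD of them, cut at about 14% in these data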;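 also: 0% = plate median of compound wells and 100% = 10 µM Aha-Tn7 peptide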
Target sequence (P02675 whole entry, looked up): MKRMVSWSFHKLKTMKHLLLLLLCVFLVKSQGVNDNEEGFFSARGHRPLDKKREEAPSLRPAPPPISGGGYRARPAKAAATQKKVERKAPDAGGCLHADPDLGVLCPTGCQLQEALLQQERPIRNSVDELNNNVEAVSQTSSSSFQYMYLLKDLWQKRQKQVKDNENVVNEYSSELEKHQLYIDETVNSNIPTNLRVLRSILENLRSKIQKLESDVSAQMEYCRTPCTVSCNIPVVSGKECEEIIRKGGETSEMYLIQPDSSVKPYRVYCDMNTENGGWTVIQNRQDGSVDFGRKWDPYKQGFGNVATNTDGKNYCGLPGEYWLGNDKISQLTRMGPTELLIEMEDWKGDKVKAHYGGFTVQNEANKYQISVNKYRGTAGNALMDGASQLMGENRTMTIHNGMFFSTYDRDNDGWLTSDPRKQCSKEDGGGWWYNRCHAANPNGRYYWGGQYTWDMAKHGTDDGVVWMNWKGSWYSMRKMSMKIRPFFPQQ
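Assay system: human fibrin DD(E) protein / Input: 2 µM fibrin DD(E) / Benchmarks: high control of 10 µM Aha-Tn7 peptide / Measured by: fluorescence polarization of the labelled Tn7 tracer / Medium: Tris buffer with calcium and detergent, pH 7.8 / Timing: 10 min compound pre-incubation, 3 h probe incubation at room temperature / Repeats: one replicate per compound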
PLC-gamma1 inh = inhibitors of human phospholipase C gamma1. P19174. inhibition, % at 12.2 µM. 370,000 tested, 0.84% active. purified PLC-gamma1, fluorogenic substrate, fluorescence; in the data active = inhibition above about 9.5%
PLCb3 inh = blocks human PLC-beta3 enzyme activity; 370,000 tested, 0.18% active; AID 720704; Purified PLC-beta3, fluorogenic substrate, fluorescence; Q01970; inhibition, % at 12.2 µM; in the data active = inhibition above about 11%;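 also: 0% = median of compound wells on plate and 100% = full blocker control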
MBD2 DNA inh = inhibitors of human MBD2 binding to methylated oligonucleotide; AID 686964; inhibition, % at 4.4 µM; Q9UBB5; 370,000 tested, 0.31% active; TR-FRET; in the data active = inhibition above about 13%
Target sequence (Q9UBB5 whole entry, looked up): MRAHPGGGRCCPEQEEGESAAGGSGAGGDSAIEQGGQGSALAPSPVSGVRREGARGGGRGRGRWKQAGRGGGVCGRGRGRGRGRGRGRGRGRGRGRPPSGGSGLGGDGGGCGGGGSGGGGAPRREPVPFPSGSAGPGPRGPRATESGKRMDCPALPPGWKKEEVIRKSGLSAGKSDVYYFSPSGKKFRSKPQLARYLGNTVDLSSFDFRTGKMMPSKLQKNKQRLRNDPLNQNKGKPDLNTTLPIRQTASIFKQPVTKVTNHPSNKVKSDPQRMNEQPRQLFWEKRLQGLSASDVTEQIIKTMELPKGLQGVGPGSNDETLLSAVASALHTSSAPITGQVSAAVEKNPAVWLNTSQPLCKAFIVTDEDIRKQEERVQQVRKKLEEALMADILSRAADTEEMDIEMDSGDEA
ADAM17 inh = ADAM17 inhibition, QFRET primary screen; inhibition, % at 6.95 µM; 370,000 tested, 0.83% active; recombinant ADAM17, EDANS/DABCYL FRET peptide cleavage; P78536;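 active = inhibition above the mean of compounds lying between control limits plus 3 SD, set per campaign, cut at about 8.5% in these data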;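 also: 0% = DMSO-only wells as the low control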
Tn6 DDE FP = DD(E)-Tn6 binding inhibition, primary FP screen | Fibrin DD(E) TRITC-Tn6 fluorescence polarization displacement | P02675 | AID 720509 | 370,000 tested, 0.21% active | inhibition, % at 8.3 µM;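 active = inhibition above a per-campaign cutoff: mean of compounds within control limits plus 3 SD, cut at about 15% in these data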;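 also: 0% = median of all compound wells on the plate and 100% = blocking peptide control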
KLK7 zymogen act = proKLK7 (human) activation, primary screen | P49862 | purified proKLK7, EDANS-DABCYL substrate fluorescence; 100% is mature enzyme control, 0% vehicle | activation, % at 7 µM | 370,000 tested, 0.9% active | AID 652039;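 active = activation above the mean of all tested compounds plus 3 SD, computed per campaign excluding outliers beyond control limits, cut at about 13% in these data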
UHRF1 MBD2 ctr = blocks human UHRF1 binding to methylated DNA. UHRF1 binding to methylated oligo, TR-FRET. AID 687016. inhibition, % at 4.4 µM. 370,000 tested, 0.75% active; in the data active = inhibition above about 21%;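 also: UHRF1 SRA domain binding a hemimethylated CpG hairpin DNA probe; 0% = median of test compound wells and 100% = reference inhibitor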
ASAP1 inh = inhibitors of human ASAP1 ArfGAP activity | Q9ULH1 | 360,000 tested, 0.19% active | ASAP1-stimulated ARF1 GTP hydrolysis, GDP FP detection | AID 624377 | inhibition, % at 16.5 µM; in the data active = inhibition above about 25%;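 also: 0% = vehicle with enzyme and substrate and 100% = no enzyme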
* marks the source's active call; other numbers are inactive results; & = joins results of further samples.

How did CCOC(=O)[C@]12CCC=C1N(Cc1ccc(Cl)cc1Cl)C(=O)[C@H](CC(=O)NCCc1ccccc1OC)C2 do in these assays?
ARFGAP1 inh: 13; DDE Tn7 FP inh: 0; PLC-gamma1 inh: 3; PLCb3 inh: 1; MBD2 DNA inh: 5; ADAM17 inh: 5; Tn6 DDE FP: -10; KLK7 zymogen act: 0.1; UHRF1 MBD2 ctr: 1; ASAP1 inh: 9

Results for COc1ccc(OC)c(C(O)c2coc3ccc(O)c(CN(C)C)c23)c1 (stereo unspecified) ?
ARFGAP1 inh: 4; DDE Tn7 FP inh: 2; PLC-gamma1 inh: -1; PLCb3 inh: 0; MBD2 DNA inh: -5; ADAM17 inh: -9; Tn6 DDE FP: 3; KLK7 zymogen act: 0.2; UHRF1 MBD2 ctr: 2; ASAP1 inh: 12

What do the screens show for `COc1ccc(F)c(CN2CCCC(CNS(=O)(=O)c3cccc4cccnc34)C2)c1` (stereo unspecified)?
ARFGAP1 inh: 11; DDE Tn7 FP inh: -3; PLC-gamma1 inh: 8; PLCb3 inh: -14; MBD2 DNA inh: 5; ADAM17 inh: -2; Tn6 DDE FP: -6; KLK7 zymogen act: -0.2; UHRF1 MBD2 ctr: 4; ASAP1 inh: -1

How did C#Cc1ccc([C@@H]2C=C(C(=O)OCC=C)O[C@H](OCc3ccc(CO)cc3)C2)cc1 do in these assays?
ARFGAP1 inh: 0; DDE Tn7 FP inh: 11; PLC-gamma1 inh: -5; PLCb3 inh: -9; MBD2 DNA inh: 5; ADAM17 inh: 1; Tn6 DDE FP: -2; KLK7 zymogen act: 0.3; UHRF1 MBD2 ctr: -2; ASAP1 inh: -7

How did COc1ccc(C2(O)C(=O)Nc3ccc(C)cc32)cc1OC (stereo unspecified) do in these assays?
ARFGAP1 inh: 11; DDE Tn7 FP inh: 0; PLC-gamma1 inh: 8; PLCb3 inh: -4; MBD2 DNA inh: -5; ADAM17 inh: 0; Tn6 DDE FP: 0; KLK7 zymogen act: 0.4; UHRF1 MBD2 ctr: 0; ASAP1 inh: -12

Results for O=C(CN(Cc1ccccc1Cl)C(=O)c1csnn1)NCc1ccc2c(c1)OCO2 ?
ARFGAP1 inh: 3; DDE Tn7 FP inh: -6; PLC-gamma1 inh: 3; PLCb3 inh: 1; MBD2 DNA inh: -7; ADAM17 inh: 4; Tn6 DDE FP: 2; KLK7 zymogen act: 0.2; UHRF1 MBD2 ctr: 2; ASAP1 inh: 3

How did COc1cc(C(C)=O)ccc1OCC(=O)N1CCCC1c1ccc2c(c1)OCCCO2 (stereo unspecified) do in these assays?
ARFGAP1 inh: -6; DDE Tn7 FP inh: 3; PLC-gamma1 inh: 2; PLCb3 inh: 6; MBD2 DNA inh: -5; ADAM17 inh: -4; Tn6 DDE FP: -2; KLK7 zymogen act: 0.1; UHRF1 MBD2 ctr: 18; ASAP1 inh: -3

How did Cc1c(C(=O)N2CCN(Cc3ccccc3)CC2)oc2c1C(=O)CC(C)(C)C2 do in these assays?
ARFGAP1 inh: -5; DDE Tn7 FP inh: -5; PLC-gamma1 inh: 2; PLCb3 inh: -6; MBD2 DNA inh: 0; ADAM17 inh: -6; Tn6 DDE FP: 7; KLK7 zymogen act: 0.5; UHRF1 MBD2 ctr: 1; ASAP1 inh: 2

What do the screens show for `Cc1cc(C)c(C#N)c(SCc2ccccc2)n1`?
ARFGAP1 inh: -2; DDE Tn7 FP inh: 0; PLC-gamma1 inh: 6; PLCb3 inh: 4; MBD2 DNA inh: 2; ADAM17 inh: 8; Tn6 DDE FP: -3; KLK7 zymogen act: 0.1; UHRF1 MBD2 ctr: 2; ASAP1 inh: 6

What do the screens show for `Cc1nc(/N=C(\N)NC(=O)N2c3ccccc3Sc3ccccc32)nc2ccccc12`?
ARFGAP1 inh: 0; DDE Tn7 FP inh: 6; PLC-gamma1 inh: -9; PLCb3 inh: -4; MBD2 DNA inh: 1; ADAM17 inh: 0; Tn6 DDE FP: 0; KLK7 zymogen act: -0.8; UHRF1 MBD2 ctr: -1; ASAP1 inh: 5

What do the screens show for `COc1ccccc1CN1CCN(C(c2ccccc2)c2ccccc2)CC1`?
ARFGAP1 inh: -8; DDE Tn7 FP inh: 7; PLC-gamma1 inh: 2; PLCb3 inh: -4; MBD2 DNA inh: 2; ADAM17 inh: 0; Tn6 DDE FP: -4; KLK7 zymogen act: -0.4; UHRF1 MBD2 ctr: 0; ASAP1 inh: 0

What do the screens show for `N#CC1=C(N)NC(SCc2ccc(Br)cc2)=C(C#N)C12CCCCC2`?
ARFGAP1 inh: 4; DDE Tn7 FP inh: 0; PLC-gamma1 inh: -1; PLCb3 inh: 0; MBD2 DNA inh: 6; ADAM17 inh: 8; Tn6 DDE FP: 0; KLK7 zymogen act: 0.3; UHRF1 MBD2 ctr: 2; ASAP1 inh: -4

How did N#CC1=C(N)Oc2n[nH]c(CSc3ccccc3)c2C12C(=O)Nc1ccccc12 (stereo unspecified) do in these assays?
ARFGAP1 inh: 22; DDE Tn7 FP inh: 1; PLC-gamma1 inh: 3; PLCb3 inh: -6; MBD2 DNA inh: -3; ADAM17 inh: -2; Tn6 DDE FP: 0; KLK7 zymogen act: 0.4; UHRF1 MBD2 ctr: 0; ASAP1 inh: -10

How did CN(C)CCCN(C(=O)c1ccc(C(=O)c2ccccc2)cc1)c1nc2ccc(F)cc2s1 do in these assays?
ARFGAP1 inh: 3; DDE Tn7 FP inh: -1&3; PLC-gamma1 inh: 5&-2; PLCb3 inh: -3&-1; MBD2 DNA inh: 8&3; ADAM17 inh: -1&-1; Tn6 DDE FP: 2&1; KLK7 zymogen act: 0.2&0.1; UHRF1 MBD2 ctr: 15&5; ASAP1 inh: -8

What do the screens show for `CC(C)C(=O)N1C2CCC1CC(O)(c1ccc(F)cc1)C2` (stereo unspecified)?
ARFGAP1 inh: 3; DDE Tn7 FP inh: 3; PLC-gamma1 inh: 5; PLCb3 inh: 1; MBD2 DNA inh: 3; ADAM17 inh: -2; Tn6 DDE FP: 5; KLK7 zymogen act: 0.1; UHRF1 MBD2 ctr: 0; ASAP1 inh: 4

How did S=C(Nc1ccc(Cl)cc1)N1CCN(Cc2ccccc2)CC1 do in these assays?
ARFGAP1 inh: 4; DDE Tn7 FP inh: -3; PLC-gamma1 inh: 1; PLCb3 inh: -9; MBD2 DNA inh: -2; ADAM17 inh: -6; Tn6 DDE FP: -4; KLK7 zymogen act: 0.2; UHRF1 MBD2 ctr: -2; ASAP1 inh: 22

What do the screens show for `CC(=O)CSc1ncnc2sc3c(c12)CCC3`?
ARFGAP1 inh: -5; DDE Tn7 FP inh: 2; PLC-gamma1 inh: 1; PLCb3 inh: -8; MBD2 DNA inh: -4; ADAM17 inh: 1; Tn6 DDE FP: 8; KLK7 zymogen act: 0.7; UHRF1 MBD2 ctr: -6; ASAP1 inh: -2

Results for COc1ccc(-n2c3c(cc(C(=O)Nc4cccc(C)n4)c2=O)C(=O)CC(C)(C)C3)cc1 ?
ARFGAP1 inh: 3; DDE Tn7 FP inh: -1; PLC-gamma1 inh: -3; PLCb3 inh: -2; MBD2 DNA inh: -3; ADAM17 inh: -3; Tn6 DDE FP: -4; KLK7 zymogen act: 0.0; UHRF1 MBD2 ctr: -2; ASAP1 inh: -2

What do the screens show for `Cc1cc2nc(-c3ccc(SCC(=O)Nc4ccc5c(c4)OCCO5)nc3)[nH]c2cc1C`?
ARFGAP1 inh: 10; DDE Tn7 FP inh: 6; PLC-gamma1 inh: -90; PLCb3 inh: -86; MBD2 DNA inh: 1; ADAM17 inh: -32; Tn6 DDE FP: 5; KLK7 zymogen act: -4.7; UHRF1 MBD2 ctr: -3; ASAP1 inh: 1

What do the screens show for `O=S(=O)(c1ccccc1)N1CCSC1c1ccco1` (stereo unspecified)?
ARFGAP1 inh: 1; DDE Tn7 FP inh: 8; PLC-gamma1 inh: -2; PLCb3 inh: 2; MBD2 DNA inh: -2; ADAM17 inh: -3; Tn6 DDE FP: 2; KLK7 zymogen act: -0.2; UHRF1 MBD2 ctr: -2; ASAP1 inh: -12

Results for NC(=O)C1CCN(C(=O)c2ccc3c(=O)n(Cc4ccco4)c(SCC(=O)c4ccccc4)nc3c2)CC1 ?
ARFGAP1 inh: 3; DDE Tn7 FP inh: 1; PLC-gamma1 inh: -2; PLCb3 inh: -6; MBD2 DNA inh: 1; ADAM17 inh: -4; Tn6 DDE FP: -4; KLK7 zymogen act: 0.6; UHRF1 MBD2 ctr: 1; ASAP1 inh: 7

What do the screens show for `NS(=O)(=O)c1cccc(NC(=O)CSc2nnnn2-c2ccccc2)c1`?
ARFGAP1 inh: 11; DDE Tn7 FP inh: -5; PLC-gamma1 inh: 1; PLCb3 inh: -3; MBD2 DNA inh: 0; ADAM17 inh: -3; Tn6 DDE FP: -5; KLK7 zymogen act: 0.4; UHRF1 MBD2 ctr: 1; ASAP1 inh: -12

How did CCOc1cc2[nH]c(=S)n(CCc3ccc(OC)c(OC)c3)c(=O)c2cc1OCC do in these assays?
ARFGAP1 inh: 8; DDE Tn7 FP inh: -2; PLC-gamma1 inh: 0; PLCb3 inh: 0; MBD2 DNA inh: -7; ADAM17 inh: 0; Tn6 DDE FP: -9; KLK7 zymogen act: 0.5; UHRF1 MBD2 ctr: 15; ASAP1 inh: 4

What do the screens show for `COc1ccc(C(=O)CSc2nc3nc(C)cc(C)n3n2)cc1OC`?
ARFGAP1 inh: -2; DDE Tn7 FP inh: 2; PLC-gamma1 inh: -2; PLCb3 inh: 1; MBD2 DNA inh: 2; ADAM17 inh: -1; Tn6 DDE FP: -2; KLK7 zymogen act: 0.1; UHRF1 MBD2 ctr: -1; ASAP1 inh: -10

What do the screens show for `Cn1ccc2ccc(-c3ccc4c(c3)[C@]3(CCC[C@@H](OCc5ccccc5)[C@@H]3NC(=O)CCc3ccccc3)C(=O)N4Cc3ccccc3)cc21`?
DDE Tn7 FP inh: -2; PLC-gamma1 inh: -1; PLCb3 inh: -2; MBD2 DNA inh: -2; ADAM17 inh: 0; Tn6 DDE FP: 10; KLK7 zymogen act: -0.2; UHRF1 MBD2 ctr: -1

How did c1ccc2cc(Cn3ccc4ccc(-c5ccc6ccn(Cc7ccc8ccccc8c7)c6c5)cc43)ccc2c1 do in these assays?
DDE Tn7 FP inh: 9; PLC-gamma1 inh: -61; PLCb3 inh: -80; MBD2 DNA inh: 0; ADAM17 inh: -13; Tn6 DDE FP: 6; KLK7 zymogen act: -2.4; UHRF1 MBD2 ctr: -2

No enrichment for hits. About 4.1% of those tested had a hit in this group.
